High-throughput results as filed in PubChem.
DAX1 inh-1 = inhibitors of DAX1 repression of SF-1 activated StAR promoter | HEK293T StAR-luciferase reporter, SF-1/DAX-1 repression relief | AID 652010 | 370,000 tested, 1.1% active | inhibition, % at 6.8 µM;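 active = inhibition above the mean over all tested compounds plus 3 SD, cut at about 3.6% in these data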;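 note: 0% = DAX-1 cells with DMSO and 100% = cells lacking DAX-1 with DMSO; higher inhibition means more luminescence from relief of DAX-1 repression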
hgDAF-12 ag = activates the H. glycines DAF-12 receptor ligand-binding domain; HEK293 GAL4-hgDAF12 UAS-luciferase reporter, agonist luminescence; normalized to butyrate control; 370,000 tested, 1.8% active; activation, % at 6.8 µM;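 active = activation above a cutoff set at the mean of all screened compounds plus 3 SD, cut at about 10% in these data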;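 note: 0% = DMSO wells and 100% = sodium butyrate wells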
ADAM17 inh = inhibitors of human ADAM17 | recombinant ADAM17, EDANS/DABCYL FRET peptide cleavage | inhibition, % at 6.95 µM | 370,000 tested, 0.83% active | AID 720648;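 active = inhibition above the mean of compounds lying between control limits plus 3 SD, set per campaign, cut at about 8.5% in these data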;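 note: 0% = DMSO-only wells as the low control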
DAX1 inh-2 = inhibitors of human orphan nuclear receptor DAX1 (NR0B1). P51843. HEK293 Gal4-DAX1 luciferase reporter, luminescence. inhibition, % at 6.75 µM. 340,000 tested, 0.99% active. AID 504766;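 active = inhibition above the mean over all tested compounds plus 3 SD, cut at about 4.2% in these data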;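 note: 0% = DAX1-transfected cells with DMSO and 100% = empty-vector control cells with DMSO; inhibition shows as a rise in luminescence from relieved DAX1 repression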
Target sequence (P51843 207-470 limits assumed): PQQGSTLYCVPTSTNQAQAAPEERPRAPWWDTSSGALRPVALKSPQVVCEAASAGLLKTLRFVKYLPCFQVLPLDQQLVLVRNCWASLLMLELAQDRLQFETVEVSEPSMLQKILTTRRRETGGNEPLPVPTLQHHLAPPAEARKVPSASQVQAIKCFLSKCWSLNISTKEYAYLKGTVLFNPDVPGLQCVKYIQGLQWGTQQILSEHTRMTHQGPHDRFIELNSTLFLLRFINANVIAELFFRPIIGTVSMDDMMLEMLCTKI
PLCb3 inh = blocks human PLC-beta3 enzyme activity | Q01970 | Purified PLC-beta3, fluorogenic substrate, fluorescence | inhibition, % at 12.2 µM | 370,000 tested, 0.18% active; in the data active = inhibition above about 11%;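 note: 0% = median of compound wells on plate and 100% = full blocker control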
Rev-erbA mod = Rev-erb alpha (human) modulation. activity, % at 10 µM. Rev-erbα–FITC-DNA binding, fluorescence polarization, 90 min. 370,000 tested, 0.79% active. AID 1259318. P20393;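 active = activity above about 14%, limit read from the data; passing the limit was not always enough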;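 note: 0% = DMSO wells with 35 nM protein and 100% = DMSO wells with 750 nM protein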
Target sequence (P20393 whole entry, looked up): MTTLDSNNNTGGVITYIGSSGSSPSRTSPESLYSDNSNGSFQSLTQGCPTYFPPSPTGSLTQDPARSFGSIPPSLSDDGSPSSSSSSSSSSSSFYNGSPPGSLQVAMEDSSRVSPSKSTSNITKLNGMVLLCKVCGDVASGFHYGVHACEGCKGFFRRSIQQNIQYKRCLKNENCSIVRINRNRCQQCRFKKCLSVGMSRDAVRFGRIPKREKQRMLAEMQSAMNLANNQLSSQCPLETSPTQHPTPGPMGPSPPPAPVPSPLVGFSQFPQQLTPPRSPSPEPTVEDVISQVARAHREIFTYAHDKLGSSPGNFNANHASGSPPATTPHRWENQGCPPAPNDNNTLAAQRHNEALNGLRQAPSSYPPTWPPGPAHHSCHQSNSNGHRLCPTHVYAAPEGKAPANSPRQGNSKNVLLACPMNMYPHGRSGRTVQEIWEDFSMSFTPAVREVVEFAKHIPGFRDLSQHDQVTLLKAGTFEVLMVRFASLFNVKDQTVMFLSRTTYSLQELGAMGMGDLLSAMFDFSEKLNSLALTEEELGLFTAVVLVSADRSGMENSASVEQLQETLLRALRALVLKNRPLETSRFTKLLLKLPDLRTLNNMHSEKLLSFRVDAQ
MBD2 DNA inh = blocks human MBD2 binding to methylated DNA; inhibition, % at 4.4 µM; Q9UBB5; 370,000 tested, 0.31% active; TR-FRET, MBD2 binding to methylated oligonucleotide; AID 686964; in the data active = inhibition above about 13%
hcDAF-12 act = activates DAF-12 receptor from parasite H. contortus | HEK293 hcDAF-12 lit1-tk-luc reporter, luminescence; 0% DMSO, 100% Δ7-dafachronic acid | activation, % at 6.8 µM | 370,000 tested, 1.4% active | AID 652067;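 active = activation above the mean of all tested compounds plus 3 SD, cut at about 5.5% in these data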;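 note: 100% = response to 3 µM Δ7-dafachronic acid high control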
PLCg1 inh = inhibitors of human phospholipase C gamma1 | P19174 | purified PLC-gamma1, fluorogenic substrate, fluorescence | inhibition, % at 12.2 µM | 370,000 tested, 0.84% active | AID 720700; in the data active = inhibition above about 9.5%
ssDAF-12 act = activates DAF-12 receptor from parasite S. stercoralis | HEK293 ssDAF-12/GRIP1 lit1-tk-luc reporter, luminescence; % of 3 µM dafachronic acid response | activation, % at 6.8 µM | 370,000 tested, 1% active;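 active = activation above the mean over all tested compounds plus 3 SD, cut at about 0.9% in these data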;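 note: 0% = DMSO-only wells and 100% = 3 µM delta7-dafachronic acid wells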
SMARCA2 activ = SMARCA2 function activation, primary screen; AID 652017; activation, % at 9.1 µM; MG213 cells, MMTV-luciferase reporter, dexamethasone, overnight; 370,000 tested, 1% active; in the data active = activation above about 7.8%;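 note: 0% = vehicle wells and 100% = reference activator wells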
An asterisk follows results filed as active; . = no result given.

Below each compound: DAX1 inh-1	hgDAF-12 ag	ADAM17 inh	DAX1 inh-2	PLCb3 inh	Rev-erbA mod	MBD2 DNA inh	hcDAF-12 act	PLCg1 inh	ssDAF-12 act	SMARCA2 activ
- COc1ccc(-c2csc(NC(CO)c3nc4ccccc4n3Cc3ccc(C)cc3)n2)cc1 (stereo not drawn)
  -0.3	-2.5	8	0.5	-3	3	6	1.2	-3	-1.1	0
- O=C(CNC(=O)c1ccccc1F)OCc1csc(-c2ccccc2)n1
  1.8	3.0	0	-0.1	1	1	-1	0.0	0	-0.6	1
- Cc1cc(C)c2sc(C)[n+](CCCS(=O)(=O)[O-])c2c1
  -0.3	-1.4	-5	-0.3	-6	2	2	-0.4	-2	-1.4	-4
- Cc1cc(=O)n2[nH]c(N)c(N=Nc3ccccc3)c2n1
  0.0	-3.0	3	1.5	6	3	-18	-0.5	6	-0.7	0
- COC(=O)C(=O)/C=C(\O)c1ccc(C)cc1
  0.3	-2.4	-4	-1.7	-3	-4	0	-1.9	-2	-0.5	-3
- Cc1ccc(S(=O)(=O)CC(=O)Nc2cccc(C)n2)cc1
  -0.3	-0.4	2	1.9	-1	1	1	-1.4	4	-1.2	-1
- Cc1ccc(CN2CC(C(=O)Nc3cccc(S(=O)(=O)N4CCCCC4)c3)CC2=O)cc1 (stereo not drawn)
  -0.3	-1.8	1	-0.1	4	-7	0	-1.9	0	-1.1	-1
- Cc1c(C(=O)NCCNc2ncc(C(F)(F)F)cc2Cl)cccc1[N+](=O)[O-]
  -0.1	-0.3	1	1.1	-3	0	0	1.8	3	-0.9	0
- O=C(NCC(c1ccc(F)cc1)N1CCOCC1)c1cccnc1Sc1ccccc1Cl (stereo not drawn)
  0.2	0.2	-4	-1.0	-7	-1	4	-0.6	-4	-1.1	-2
- O=C(CN1C(=O)c2cccc([N+](=O)[O-])c2C1=O)NNC(=O)c1ccc(F)cc1
  0.0	2.5	1	0.2	-1	5	-3	0.0	-4	-0.6	1
- COc1ccccc1OCCNC(=O)/C=C/c1ccc([N+](=O)[O-])cc1
  0.5	-2.9	-2	-1.1	2	2	9	-1.2	-1	-1.5	2
- CN(C)S(=O)(=O)n1cc(/C=C(\NC(=O)c2ccccc2Cl)C(=O)N2CCCC2)c2ccccc21
  0.2	3.1	-1	2.0	-9	1	1	-1.1	0	-1.5	-1
- CCOC(=O)C1=C(N)N2C(=O)C(C)SC2=C(C(=O)OCC)C1c1cc(OC)c(OC)c(OC)c1 (stereo not drawn)
  -0.1	-0.2	-1	0.9	-10	1	2	-0.5	0	-1.3	6
- CCN(CC(O)Cn1c2ccccc2c2ccccc21)S(=O)(=O)c1ccc(C)cc1 (stereo not drawn)
  -0.9	-4.0	11*	0.1	-16	-2	1	-2.1	-4	-1.8	-2
- Cc1ccc2oc(C(=O)Nc3nnc(CC(C)C)s3)c(C)c2c1
  -0.3	0.2	2	0.4	-8	10	7	-1.7	0	-1.2	-1
- Cc1c(Cl)cccc1NC(CC(=O)c1ccccc1)C(=O)OCC(=O)c1cccs1 (stereo not drawn)
  0.7	1.2	-5	-1.2	-5	4	7	1.6	4	-0.5	7
- COc1cccc(OC)c1C(=O)Nn1c(-c2cccs2)nc2ccccc2c1=O
  -1.2	-1.9	-3	-0.9	-4	-3	5	-1.1	-2	-2.0	-3
- COc1cccc(/C=N\N2CCN(c3ccc(C)cc3)CC2)c1O
  -0.2	1.0	0	.	1	-1	1	-2.2	1	-1.1	-1
- Cc1c(C(=O)Nc2ccc(S(=O)(=O)Nc3ncccn3)cc2)oc2ccc(F)cc12
  1.9	2.5	-4	0.8	-4	-8	-2	0.5	5	-0.8	5
- CC12CN3CC(C)(CN(C1)C3c1ccc3c(c1)OCO3)C2O (stereo not drawn)
  0.8	-3.6	-6	-0.9	-9	-3	7	-2.3	3	-1.4	-4
- CCn1c2ccccc2c2cc(NC(=O)C(C)Oc3ccc(OC)cc3)ccc21 (stereo not drawn)
  0.0	-1.1	1	0.1	-3	1	-4	-1.9	-3	-1.6	-1
- COc1ccc(C(c2nnnn2C2CCCC2)N2CCN(C3CCCC3)CC2)cc1OC (stereo not drawn)
  0.3	-2.3	2	0.1	1	0	0	-0.1	9	-1.4	3
- CCCn1c(SCC(=O)Nc2cccc(C)n2)nnc1-c1ccco1
  -0.8	1.4	-1	0.1	-1	4	1	-0.3	-6	-1.3	-4
- COc1ccc(S(=O)(=O)n2cnc3ccccc32)c(C)c1
  -0.6	-3.5	4	-0.1	-2	-5	-4	-2.8	0	-1.7	-3
- Cc1ccc(NC(=O)CSc2nc3c(c(=O)[nH]2)CCC3)cc1C
  -1.1	3.3	-3	2.4	1	-5	3	2.7	-1	-0.8	-2
- CC(C)(C)NC(=O)COC(=O)c1c2c(nc3ccccc13)CCC2
  -0.7	-4.4	-14	-1.6	-31	-3	-8	-0.4	-15	-1.2	-2
- COc1ccc2nc(NC3=NCCC3)sc2c1
  1.7	5.6	-4	2.7	1	-7	-3	-0.3	3	-1.0	3
- CN(C(=O)COC(=O)c1cncc(Br)c1)C1CCS(=O)(=O)C1 (stereo not drawn)
  -0.1	0.1	2	-1.0	-1	-10	-7	-1.3	0	-1.7	-2
- O=C(COc1ccc(/C=N/NC(=O)c2ccccc2Br)cc1)Nc1ccccc1
  -0.3	0.6	2	0.9	0	-2	1	1.0	4	-0.9	0
- COc1ccc(-c2cc(CNc3nc(NC(C)C)nc4cc(-c5ccccc5)sc34)on2)cc1
  0.0	0.7	1	.	-7	-6	2	-1.7	-1	-1.9	12*
- Cc1cc(C)cc(C(=O)NCCCc2ccccc2)c1
  -0.4	-2.9	-2	0.7	-1	6	10	-2.7	1	-1.5	-5
- COc1ccc2c(c1)O/C(=C\c1ccco1)C2=O
  1.2	4.9	-11	3.2	-120	-1	-4	2.1	-80	-0.5	4
- COc1cc(C(=O)N/N=C(\C)c2ccccn2)cc(OC)c1OC
  8.3*	-4.6	-5	-1.6	-5	0	3	0.8	-1	-0.3	0
- COc1ccc(N2CCN(CCCNC(=O)Cn3c(=O)c4cccn4c4c(C)ccnc43)CC2)cc1
  .	1.6	-2	.	4	-3	0	0.3	6	-1.5	.
- COC(=O)c1cnn(-c2ccc(F)cc2F)c1/C=N/NC(=S)NC(C)(C)C
  0.2	-2.1	2	3.4	-5	9	4	-2.6	3	-2.1	-2
- CC(C)CCN1C(=O)c2ccc(C(=O)Nc3ccccn3)cc2C1=O
  -0.4	4.4	-4	0.8	-4	5	0	2.5	4	-0.3	3
- N/C(Cc1ccc(Cl)cc1)=N\OC(=O)c1ccccc1
  0.5	4.4	-5	0.8	4	1	-3	0.3	1	0.5	-2
- CCCN(Cc1cc2ccc(C)cc2[nH]c1=O)C(=O)c1ccccn1
  -0.7	-1.5	-8	-0.1	-7	5	-4	1.1	-2	0.0	-1
- COc1ccccc1NC(=O)CN(C)S(=O)(=O)c1cccc2cccnc12
  -0.4	0.6	0	0.3	-1	2	4	0.6	2	-1.3	2
- Cc1ccc(C(=O)NCc2ccncc2)cc1S(=O)(=O)N1CCOCC1
  -0.8	-1.0	0	-0.1	-4	1	0	0.5	-1	-1.2	-2

For reference, 9 of the compounds above.
Below each compound: DAX1 inh-1	hgDAF-12 ag	ADAM17 inh	DAX1 inh-2	PLCb3 inh	Rev-erbA mod	MBD2 DNA inh	hcDAF-12 act	PLCg1 inh	ssDAF-12 act	SMARCA2 activ
- COc1ccc2nc(NC3=NCCC3)sc2c1
  1.7	5.6	-4	2.7	1	-7	-3	-0.3	3	-1.0	3
- CN(C(=O)COC(=O)c1cncc(Br)c1)C1CCS(=O)(=O)C1 (stereo not drawn)
  -0.1	0.1	2	-1.0	-1	-10	-7	-1.3	0	-1.7	-2
- O=C(COc1ccc(/C=N/NC(=O)c2ccccc2Br)cc1)Nc1ccccc1
  -0.3	0.6	2	0.9	0	-2	1	1.0	4	-0.9	0
- COc1ccc(-c2cc(CNc3nc(NC(C)C)nc4cc(-c5ccccc5)sc34)on2)cc1
  0.0	0.7	1	.	-7	-6	2	-1.7	-1	-1.9	12*
- Cc1cc(C)cc(C(=O)NCCCc2ccccc2)c1
  -0.4	-2.9	-2	0.7	-1	6	10	-2.7	1	-1.5	-5
- COc1ccc2c(c1)O/C(=C\c1ccco1)C2=O
  1.2	4.9	-11	3.2	-120	-1	-4	2.1	-80	-0.5	4
- COc1cc(C(=O)N/N=C(\C)c2ccccn2)cc(OC)c1OC
  8.3*	-4.6	-5	-1.6	-5	0	3	0.8	-1	-0.3	0
- COc1ccc(N2CCN(CCCNC(=O)Cn3c(=O)c4cccn4c4c(C)ccnc43)CC2)cc1
  .	1.6	-2	.	4	-3	0	0.3	6	-1.5	.
- COC(=O)c1cnn(-c2ccc(F)cc2F)c1/C=N/NC(=S)NC(C)(C)C
  0.2	-2.1	2	3.4	-5	9	4	-2.6	3	-2.1	-2

The list goes on:
Below each compound: DAX1 inh-1	hgDAF-12 ag	ADAM17 inh	DAX1 inh-2	PLCb3 inh	Rev-erbA mod	MBD2 DNA inh	hcDAF-12 act	PLCg1 inh	ssDAF-12 act	SMARCA2 activ
- Cc1cccc2sc(NC(=O)C3CCN(S(=O)(=O)c4cc([N+](=O)[O-])ccc4Cl)CC3)nc12
  -2.2	0.4	6	-3.8	-1	-3	-6	-3.2	-4	-2.2	-6
- CC12CCC(C(=O)N(CC3CO3)C1=O)C2(C)C (stereo not drawn)
  -0.1	0.3	0	-0.5	1	0	-2	-0.1	2	-0.7	-3
- COc1cc(NC(=O)c2cc(S(=O)(=O)N3CCCCC3)ccc2N2CCOCC2)cc(OC)c1OC
  -0.6	-3.0	-1	0.2	-3	-5	-2	-1.1	3	-0.3	2
- CC(=O)Oc1ccc2oc(C)c(C(=O)N3CCOCC3)c2c1
  -0.1	-1.3	-1	0.6	3	4	3	-0.1	1	-0.3	-3
- Cn1cnc(S(=O)(=O)NCc2ccc(Br)cc2)c1
  0.0	-0.4	-1	0.2	-3	-2	2	-1.8	0	-0.8	-5
- O=C(Nc1ccccc1OC(F)(F)F)c1ccc([N+](=O)[O-])cc1
  0.0	-0.6	-2	2.7	0	-3	-4	-1.1	-1	-1.8	1
- CCC(C(=O)OCC(=O)c1c(N)n(CC(C)C)c(=O)n(C)c1=O)c1ccccc1 (stereo not drawn)
  -1.4	-1.9	-7	-3.4	-12	7	4	-1.0	-6	-0.9	-3
- CCOC(=O)c1cc2c(c(-c3cccc(C#Cc4ccc(OC)c(OC)c4)c3)n1)[C@@H](CCO)N(S(=O)C(C)(C)C)C2 (stereo partly drawn)
  -0.6	-3.0	8.8*	.	-21	-3	1	-2.0	-7	-1.4	-4
